# aSyn tox rescue: alpha-synuclein toxicity suppression in yeast; S. cerevisiae alpha-synuclein toxicity rescue, BacTiter-Glo growth, 24 h; Potency, µM (series often up to 46.1 µM), for inactives: at the highest dose growth rescue (activation), usual class: activators; actives 0.02% (n = 94,000); AID 1347070; active means well fitted activation curve with a large enough effect; inconclusive means small, poorly fitted or top-dose-only effect; further: 0% is about no effect
#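 Growth restoration measured by BacTiter-Glo luminescence after 24 hr at 30 deg C; alpha-synuclein yeast, raffinose-pregrown to mid-log, were added at OD600=0.02 in galactose medium onto pinned compounds.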
# * marks the source's active call; other numbers are inactive results; u = inconclusive; [ ] = dose if it differs, or a comment. Potency means the concentration at half of the fitted maximal effect. This is a subset. The share of hits here may be higher or lower than overall.
Molecule | aSyn tox rescue
CN(C)S(=O)(=O)c1ccc(C(=O)NC2CC(=O)N(c3ccc4c(c3)OCCO4)C2)cc1 (stereo unspecified) | 2%
Cc1ccc2onc(CC(=O)N3CCN(c4cccc(C)c4C)CC3)c2c1 | 9%
CCOc1cccc(C(=O)NC(=S)Nc2ccc(Cl)cc2C(=O)O)c1 | -5%
Cc1ccc(Sc2ccc(N3CCCC(C(=O)Nc4ccc(F)cc4F)C3)nn2)cc1 (stereo unspecified) | 1%
COc1ccc(CNC(=O)c2ccc3nc(C(C)C)oc3c2)cc1OC | 4%
Cc1ccc(-n2nc3c(=O)n(CC(=O)NCC(C)c4ccccc4)nc(C)c3c2C)cc1 (stereo unspecified) | -2%
FC(F)(F)c1ccccc1N/N=C/c1cccnc1 | -5%
CCOc1ccc(-n2cc(-c3ccccc3)c3c(NC4CCCCC4)ncnc32)cc1 | 7%
O=C(COc1ccc(-c2nnco2)cc1)Nc1c(F)cccc1F | -3%
Cc1ccnc(N/N=C/c2ccccc2)n1 | -6%
Cn1c(NCCN)nc2c1c(=O)n(Cc1ccccc1)c(=O)n2C | -2%
COc1ccc(Br)cc1CNC(=O)c1ccc(-n2c(C)cc3c2CCC(C)C3)cc1 (stereo unspecified) | 3%

# (next part)
Molecule | aSyn tox rescue
CC(=O)Oc1ccc(/C=N/NC(=O)CCSc2ccccc2)cc1 | -9%
O=C(NCCc1ccc(Cl)cc1)c1ccc2c(c1)N(Cc1ccc(F)cc1)C(=O)CS2 | 8%
CC(C)OCCCn1c(SCC(=O)Nc2ccc(F)cc2)nc2c(sc3ccccc32)c1=O | -1%
CCn1c(=NC(=O)CN2C(=O)CCC2=O)sc2c(OC)ccc(OC)c21 | -2%
COc1cccc(C(=Cc2ccc([N+](=O)[O-])cc2)C(=O)O)c1 | 10%
COc1ccccc1-c1nnc(NC(=O)C2CCCN2S(=O)(=O)c2cccs2)o1 (stereo unspecified) | 2%
Cn1c(=O)c2cc(C(=O)Nc3cccc(C#N)c3)sc2c2ccccc21 | -5%
COc1ccc(-c2nnn(-c3cc(Cl)cc(Cl)c3)c2N)cc1 | 3%
CNC(=O)c1ccc(NC(=O)CC23CC4CC(CC(C4)C2)C3)cc1 | -5%
CCOc1ccc(NC(=O)COC(=O)c2cc([N+](=O)[O-])ccc2N2CCOCC2)cc1 | 2%
CCOC(=O)c1ccc(N=c2sc(C(=O)OC)cc(=O)n2Cc2ccc3c(c2)OCO3)cc1 | -5%
CCOc1ccc(N(CC)C(=O)CCS(=O)(=O)c2cccc3nonc23)cc1 | 12%

# New compounds follow.
Molecule | aSyn tox rescue
Cc1ccnc(N2C(=O)c3ccccc3C2O)c1 (stereo unspecified) | -7%
Cc1cccc2sc(N(CCN(C)C)C(=O)c3ccc4c(c3)OCCO4)nc12 | 2%
COC(=O)CC1Oc2ccc(Cl)cc2-n2cc(-c3ccccc3)nc21 (stereo unspecified) | -8%
O=C(/C=C/c1ccccc1)NCCc1nc2ccccc2[nH]1 | -1%
CCCCn1c(N)c(N(CC)C(=O)c2cc3c(s2)CCCCC3)c(=O)[nH]c1=O | -5%
CCOc1ccc(NC(=O)c2ccc(-c3nc(COc4ccccc4)c(C)o3)cc2)cc1 | -2%
Cc1cc(C)cc(OCC(=O)N(C)CC(=O)Nc2ccc(N3CCOCC3)cc2)c1 | -4%
CC(C)(C)C(=O)CSc1ncnc2c1cnn2Cc1ccccc1 | -5%
O=C(c1ccc(C(F)(F)F)cc1)C1CCCN(C(=O)CN2CCCC2=O)C1 (stereo unspecified) | 8%
Cc1cccc(N2CCN(c3ncnc4onc(C)c34)CC2C)c1 (stereo unspecified) | 9%
CCOC(=O)c1ccccc1NC(=O)CN1CCCN(Cc2cccc(Cl)c2)S1(=O)=O | 6%
Cc1c(NC(=O)c2cc(-c3ccc(Cl)cc3)on2)c(=O)n(-c2ccccc2)n1C | -10%

# Next section.
Molecule | aSyn tox rescue
CN(C(=O)COC(=O)c1ccccc1NCc1ccco1)c1c(N)n(Cc2ccccc2)c(=O)[nH]c1=O | 10%
CCN(CC)S(=O)(=O)c1ccc(NC(=O)c2cccnc2Cl)c(NC(=O)c2cccnc2Cl)c1 | -3%
NC(N)=NCC(O)CN(c1ccccc1)c1ccccc1 (stereo unspecified) | 2%
CN(C)C(CNC(=O)c1ccc(NS(=O)(=O)c2ccc(F)cc2)cc1)c1ccco1 (stereo unspecified) | 12%
CCOCN(C(=O)Cn1c(CC(C)C)nc2ccccc21)c1c(C)cccc1CC | 3%
O=C(NC1CCCCC1)c1ccc(Cn2c(SCc3ccc(F)cc3)nc3cccnc32)cc1 | -1%
Cc1cccc(NC(=O)Nc2nnc(N3CCCC3)s2)c1 | -9%
Cc1cccc(C)c1NC(=O)C(=O)NCC(c1ccc2c(c1)OCO2)N1CCOCC1 (stereo unspecified) | 1%
O=S(=O)(c1ccc(Cl)cc1)c1nc(-c2cccs2)oc1N1CCCCC1 | -6%
O=C1CCCCC1C1(O)C(=O)Nc2ccccc21 (stereo unspecified) | -5%
CCN1C(=O)c2ccccc2S(=O)c2ccc(C(=O)N3CCN(c4ccc(F)cc4)CC3)cc21 (stereo unspecified) | 2%
O=C(c1cnc2n(c1=O)CCS2)N1CCN(c2ccccc2F)CC1 | 6%

# More records.
Molecule | aSyn tox rescue
O=c1[nH]c2ccccc2c2oc(CCl)nc12 | -8%
COc1ccc2sc(N(Cc3cccnc3)C(=O)C3COc4ccccc4O3)nc2c1 (stereo unspecified) | -1%
O=C(NCCS(=O)(=O)N1CCN(c2ccccc2)CC1)c1cccs1 | 6%
COc1ccccc1NS(=O)(=O)c1cccc(C(=O)NCC(c2ccco2)N(C)C)c1 (stereo unspecified) | -12%
COc1ccc(-c2nc3ccccc3n2OC(C)C(=O)O)cc1 (stereo unspecified) | 2%
CCc1ccc(NC(=O)CSc2nc3ccccc3nc2Cc2ccc(C)cc2)cc1 | 5%
CC(=O)c1c(C)oc2ccc(N(C(=O)c3ccncc3)S(=O)(=O)c3ccc(C)cc3C)cc12 | 13%
CC1CCCC(C)N1C(=O)CSc1ccc(-c2ccc3c(c2)OCCO3)nn1 (stereo unspecified) | 5%
Cc1nnc(NC(=O)CSc2nc3c(c(=O)n2CCc2ccccc2)SC(C)C3)s1 (stereo unspecified) | -3%
CCN1c2ccccc2-c2nc(SCC(=O)Nc3cccc(C)c3C)ncc2S1(=O)=O | 1%
CSc1nnc(NC(=O)Cc2coc3cc(C)ccc23)s1 | 5%
Cn1c(=O)c2c(SCC(=O)N3CCCc4ccccc43)nc(C3CC3)nc2n(C)c1=O | -3%

# Remaining list, next part.
Molecule | aSyn tox rescue
CCOC(=O)C1CCN(C(=O)c2ccc3c(c2)N=C(CC)c2cc(C)ccc2S3)CC1 | -9%
COc1cccc(C2C(=O)N(C3CCCCC3)CC(=O)N2CCc2ccc(OC)c(OC)c2)c1 (stereo unspecified) | -3%
COc1ccc(-c2nc(CS(=O)CC(=O)NCc3ccc(F)cc3)c(C)o2)cc1OC (stereo unspecified) | 1%
Nc1nc(Nc2cccc(C(F)(F)F)c2)sc1C(=O)c1ccccc1 | -2%
COc1cccc(CNc2nc3c(-c4cccc(C)c4)nnn3c3ccccc23)c1 | -5%
COc1ccc(S(=O)(=O)N(C)[C@H]2C[C@H]3c4cc(N5CCN(C)CC5)ccc4CCN3C(=O)[C@H]2[C@H](C)O)cc1 | -5%
CCOc1ccc(C(=O)NCCc2sc(-c3ccc(F)cc3)nc2C)cc1 | -18%
COc1cccc(NC(=O)Cn2cc(S(=O)(=O)N3CCCC3)c(S(=O)(=O)N3CCCC3)c2)c1 | -10%
COc1ccccc1NS(=O)(=O)c1ccc2oc(=S)[nH]c2c1 | -7%
COc1ccc2c(c1)CCc1c(C(=O)Nc3ccc(C#N)cc3)noc1-2 | 2%
CCOc1ccccc1Nc1nnc(SCC(=O)NC(Cc2c[nH]c3ccccc23)C(=O)O)s1 (stereo unspecified) | -4%
Cc1ccc2c(c1)C(=O)C(=O)N2CCOc1ccccc1 | -8%

# New compounds follow.
Molecule | aSyn tox rescue
Cc1ccc(C)c(Cn2c(=O)c3c(nc4n3CCN4c3ccccc3)n(C)c2=O)c1 | 4%
Cc1cccc(N2CCN(C(=O)c3nn(C)c4c3CS(=O)(=O)c3ccccc3-4)CC2C)c1 (stereo unspecified) | -2%
COc1cc(C2C3=C(CCCC3=O)Nc3c2c(C)nn3-c2cccc(C)c2)cc(OC)c1O (stereo unspecified) | -4%
CC1CCCCN1C(=O)CSc1nc(N)nc(N)n1 (stereo unspecified) | -5%
COc1ccc(C2=NN(C(=O)c3ccco3)C(c3cccs3)C2)cc1OC (stereo unspecified) | -4%
COc1ccccc1N1CCN(C(=O)CN(C)S(=O)(=O)c2ccc(C)cc2)CC1 | 7%
O=C(COC(=O)CN1C(=O)NC2(CCCC2)C1=O)Nc1ccc(C(F)(F)F)cc1[N+](=O)[O-] | 0%
Cc1ccc2nc(-c3ccc(O)cc3)c(Nc3ccc4c(c3)OCO4)n2c1 | 5%
CC1=C(C(N)=O)C(c2ccccc2F)n2nc(-c3ccc(Cl)cc3)nc2N1 (stereo unspecified) | -3%
CCOC(=O)Cn1c(=O)oc2cc(S(=O)(=O)N3CCN(c4cc(C)ccc4C)CC3)ccc21 | 9%
CCN(CC(=O)Nc1cccc(S(=O)(=O)N2CCOCC2)c1)Cc1ccccc1 | 1%
CCOc1ccc(S(=O)(=O)N2CCOCC2)cc1NC(=O)Cc1c(F)cccc1Cl | -44%[inhibitor]

# Further results follow.
Molecule | aSyn tox rescue
CCc1ccc2oc(-c3cc(NC(=O)c4cccnc4)cc(C)c3O)nc2c1 | -9%
O=C1c2c(O)cccc2Cc2cccc(O)c21 | 3%
Cn1c(CN2CCOCC2)nnc1SCC(=O)Nc1cc(Cl)ccc1Cl | -4%
CCOC(=O)c1cnn(C)c1NC(=O)c1ccc([N+](=O)[O-])cc1 | 11%
Cc1nn(CCCC(=O)N2CCN(c3ccc(F)cc3)CC2)c(C)c1[N+](=O)[O-] | 17%
Cc1ccc(S(=O)(=O)c2cnc(SCC(=O)Nc3ccc4c(c3)OCCO4)[nH]c2=O)cc1C | -3%
CN(CC(=O)Nc1ccccc1Cl)C(=O)COC(=O)c1cc([N+](=O)[O-])ccc1N1CCOCC1 | -3%
Cc1ccccc1-c1ccc2c(c1)O[C@H](CN(C)C(=O)C1CC1)[C@@H](C)CN([C@@H](C)CO)S2(=O)=O | 12%
COC(=O)/C(C#N)=C/c1ccc(-c2ccc(S(N)(=O)=O)cc2)o1 | -7%
COc1ccc(CNC(=O)C(=O)NCC(c2ccco2)S(=O)(=O)c2ccc(C)cc2)cc1 (stereo unspecified) | -8%
CSc1cccc(NS(=O)(=O)c2ccc3c(c2)NC(=O)C(C)C(=O)N3)c1 (stereo unspecified) | -9%
Cn1c(CC(=O)Nc2ccccc2)nnc1SCC(=O)Nc1ccc(N2CCOCC2)cc1 | 5%

# An excerpt of these results, as labelled records:
SMILES: Cc1ccc(S(=O)(=O)c2cnc(SCC(=O)Nc3ccc4c(c3)OCCO4)[nH]c2=O)cc1C
  aSyn tox rescue: -3%
SMILES: CN(CC(=O)Nc1ccccc1Cl)C(=O)COC(=O)c1cc([N+](=O)[O-])ccc1N1CCOCC1
  aSyn tox rescue: -3%
SMILES: Cc1ccccc1-c1ccc2c(c1)O[C@H](CN(C)C(=O)C1CC1)[C@@H](C)CN([C@@H](C)CO)S2(=O)=O
  aSyn tox rescue: 12%
SMILES: COC(=O)/C(C#N)=C/c1ccc(-c2ccc(S(N)(=O)=O)cc2)o1
  aSyn tox rescue: -7%

# Later entries
Molecule | aSyn tox rescue
COc1ccc(-c2ccc3nnc(SCC(N)=O)n3n2)cc1 | -2%
Cc1ccc(-c2n[nH]c(=S)nc2-c2ccc(C)cc2)cc1 | -18%
CN(C)c1ccc(C(CNS(=O)(=O)c2ccc(F)cc2)N2CCc3ccccc32)cc1 (stereo unspecified) | 0%
Cc1ccc2c(c1)-c1c(cnn1CC(=O)N1CCN(c3cc(C)ccc3C)CC1)CO2 | u
COc1cccc(NC(=O)N(C)C[C@@H]2OCc3cn(nn3)CCCC(=O)N([C@H](C)CO)C[C@H]2C)c1 | 4%
CCOc1ccccc1CNC(=O)c1ccc2c(c1)nc1n2CCC(C)C1 (stereo unspecified) | -5%
O=C(CC1NCCNC1=O)Nc1cc(Cl)cc(Cl)c1 (stereo unspecified) | 1%
O=C(COc1ccc(Cl)cc1)Nc1ccccc1C(=O)OCc1cc(=O)n2ccsc2n1 | -8%
CCCCN(CC)CCCNC(=O)c1ccc2c(c1)NC(=O)CN2C | 8%
O=C(Cn1ncc2ccccc2c1=O)Nc1cccc(C(F)(F)F)c1 | -7%
CC(C)(CN1CCN(C(c2ccccc2)c2ccccc2)CC1)NS(=O)(=O)c1ccccc1 | 8%
COc1ccc(C(=O)COC(=O)c2cnc(C)cn2)c(OC)c1 | 8%
O=C(N/N=C\c1cccnc1)C1c2ccccc2Oc2ccccc21 | 6%
Cc1ccc(-c2nc(SCCOc3ccccc3C)n3[nH]c(=O)cc3n2)cc1 | -6%
Cc1ccc(N2C(=O)CSC23C(=O)N(CC(=O)Nc2ccc(C)cc2C)c2ccccc23)cc1 (stereo unspecified) | -3%

# Structural class, the compounds so far containing a furan ring, fused or not (eight)
Molecule | aSyn tox rescue
CN(C(=O)COC(=O)c1ccccc1NCc1ccco1)c1c(N)n(Cc2ccccc2)c(=O)[nH]c1=O | 10%
CN(C)C(CNC(=O)c1ccc(NS(=O)(=O)c2ccc(F)cc2)cc1)c1ccco1 (stereo unspecified) | 12%
COc1ccccc1NS(=O)(=O)c1cccc(C(=O)NCC(c2ccco2)N(C)C)c1 (stereo unspecified) | -12%
CC(=O)c1c(C)oc2ccc(N(C(=O)c3ccncc3)S(=O)(=O)c3ccc(C)cc3C)cc12 | 13%
CSc1nnc(NC(=O)Cc2coc3cc(C)ccc23)s1 | 5%
COc1ccc(C2=NN(C(=O)c3ccco3)C(c3cccs3)C2)cc1OC (stereo unspecified) | -4%
COC(=O)/C(C#N)=C/c1ccc(-c2ccc(S(N)(=O)=O)cc2)o1 | -7%
COc1ccc(CNC(=O)C(=O)NCC(c2ccco2)S(=O)(=O)c2ccc(C)cc2)cc1 (stereo unspecified) | -8%

# High-throughput results: PubChem BioAssay, National Center for Advancing Translational Sciences (NCATS)
